Source: PubChem
Lmaj promast: reduces viability of Leishmania major promastigotes; resazurin fluorescence viability; 9% of 200,000 active; inhibition, % at 10 µM; in the data active = inhibition above about 50%;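 note: promastigotes grown with compound for 44 hours at 28 °C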
TNAP inh noacc: blocks human TNAP activity with no phosphate acceptor present | purified TNAP, CDP-star luminescence, 30 min | inhibition, % at 20 µM | P05186 | AID 1012 | 0.26% of 200,000 active;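 active = tissue-nonspecific alkaline phosphatase inhibition above about 50% at 20 µM in the single-dose screen, limit read from the data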;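 note: 0% = DMSO negative control and 100% = EDTA positive control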
Target sequence (P05186 whole entry, looked up): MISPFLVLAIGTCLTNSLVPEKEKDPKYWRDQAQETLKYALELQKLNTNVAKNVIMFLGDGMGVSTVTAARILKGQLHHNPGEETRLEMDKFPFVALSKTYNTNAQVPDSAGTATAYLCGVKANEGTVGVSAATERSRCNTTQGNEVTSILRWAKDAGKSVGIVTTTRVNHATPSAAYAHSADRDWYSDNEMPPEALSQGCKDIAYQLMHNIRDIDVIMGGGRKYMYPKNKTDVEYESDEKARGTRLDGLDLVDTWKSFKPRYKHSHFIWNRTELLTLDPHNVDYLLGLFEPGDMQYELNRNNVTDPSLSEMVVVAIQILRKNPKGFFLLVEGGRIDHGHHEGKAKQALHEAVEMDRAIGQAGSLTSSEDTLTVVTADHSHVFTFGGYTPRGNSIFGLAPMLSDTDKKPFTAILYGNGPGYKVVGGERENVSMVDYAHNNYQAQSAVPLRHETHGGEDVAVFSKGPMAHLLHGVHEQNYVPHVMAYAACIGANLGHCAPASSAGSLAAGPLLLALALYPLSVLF
PMI act: activators of human phosphomannose isomerase; purified human PMI, coupled resazurin fluorescence, 20 min; stronger effect = higher value; 1 = vehicle control, 0 substrate-free wells; 0.005% of 190,000 active; activation factor at 20 µM; P34949; AID 1214;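 active = activation factor of 2 or more at 20 µM, relative to plate controls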
Target sequence (P34949 whole entry, looked up): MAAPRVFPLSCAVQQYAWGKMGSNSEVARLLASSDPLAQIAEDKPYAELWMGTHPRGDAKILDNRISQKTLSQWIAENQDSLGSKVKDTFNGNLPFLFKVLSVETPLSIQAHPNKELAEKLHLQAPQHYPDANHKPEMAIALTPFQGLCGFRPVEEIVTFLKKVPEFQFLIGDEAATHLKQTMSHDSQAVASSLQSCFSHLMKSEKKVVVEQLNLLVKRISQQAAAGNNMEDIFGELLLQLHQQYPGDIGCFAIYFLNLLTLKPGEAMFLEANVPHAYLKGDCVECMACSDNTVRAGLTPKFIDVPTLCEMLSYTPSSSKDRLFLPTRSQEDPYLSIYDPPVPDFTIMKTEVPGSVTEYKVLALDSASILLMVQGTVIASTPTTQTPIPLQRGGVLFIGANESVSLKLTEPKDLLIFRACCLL
TNAP act hi DEA: activators of human TNAP at high phosphate acceptor concentration; P05186; purified TNAP, CDP-star luminescence, 1 M DEA, 30 min; stronger effect = higher value; 0 = EDTA background, 1 = DMSO-only activity; activation factor at 20 µM; 200,000 tested, under 10 active; AID 1136;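 active = activation factor at least 2 at 20 µM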
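Test system – human TNAP · Doses – 20 µM single point · Incubation – 30 min, room temperature · Signal – luminescent substrate turnover signal · Read-out basis – activation factor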
TNAP inh hi DEA: TNAP (human) inhibition, high acceptor; purified TNAP, CDP-star luminescence, 1 M DEA; inhibition, % at 20 µM; 0.03% of 200,000 active;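 active = over 50% inhibition of tissue-nonspecific alkaline phosphatase at 20 µM in the single-dose screen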;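 note: plate controls were DMSO wells for no effect and EDTA-quenched wells as full inhibition for full effect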
bIAP inhibitor: blocks bovine intestinal alkaline phosphatase activity; purified bovine IAP, CDP-star luminescence, 30 min; inhibition, % at 20 µM; 190,000 tested, under 10 active;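 active = over 50% inhibition of intestinal alkaline phosphatase at 20 µM in the single-dose screen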
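System: Purified bovine intestinal alkaline phosphatase (IAP) enzyme | Input: IAP diluted 1/65,000,000 in the well | Also added: CDP-star chemiluminescent phosphatase substrate, 30 µM final | Dosing: 20 µM single dose | Times: Enzyme reaction for 30 min at room temperature | Detection: Luminescence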
bIAP activator: intestinal alkaline phosphatase (bovine) activation | AID 1016 | activation factor at 20 µM | purified bovine IAP, CDP-star luminescence, 30 min; stronger effect = higher value; fold of DMSO-control signal, blank-subtracted | 0.17% of 200,000 active;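 active = activation factor of 2 or more at 20 µM, a signal rise over negative controls twice the positive control's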
PMI act hi M6P: PMI (human) activation, high substrate; P34949; 0.34% of 190,000 active; coupled PMI enzyme assay, resazurin fluorescence, 20 min; stronger effect = higher value; 1 = untreated enzyme, 0 = substrate-free blank; AID 1216; activation factor at 20 µM;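 active = activation factor of 2 or more at 20 µM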
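Test system: human phosphomannose isomerase with PGI, G6PDH, diaphorase coupling enzymes / Doses: 20 µM compound, 1% DMSO / Times: enzyme reaction with compound 20 min at room temperature / Measured by: Diaphorase-driven resazurin-to-resorufin fluorescence, excitation 544, emission 590 nm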
Diaph act CS: activates diaphorase or chemically reduces, flagging diaphorase assay artifacts; Diaphorase/resazurin coupled assay, resorufin fluorescence, 16 min; stronger effect = higher value; 1 = vehicle wells, 0 = NADH-free wells; activation factor at 20 µM; 0.005% of 190,000 active; AID 1229;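 active = diaphorase activity raised at least twofold by the compound at 20 µM; inactive = activation factor below 2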
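Material: Clostridium kluyveri diaphorase, purified enzyme; Quantity: enzyme 0.07 U/mL final; Medium: HEPES pH 7.4 buffer with MgCl2 and Tween 20; Dosing: single compound dose of 20 µM, 1% DMSO final; Schedule: 16 min reaction at room temperature; Measured by: red resorufin fluorescence at 544/590 nm excitation/emission.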
Diaphorase inh: counter-screen for diaphorase-based assays: diaphorase inhibitors and chemical oxidizers; diaphorase resazurin-to-resorufin fluorescence, NADH, 16 min; bacterial (C. kluyveri) enzyme, not human; inhibition, % at 20 µM; 0.69% of 190,000 active; AID 1217;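 active = primary screen inhibition at 20 µM above a set limit, cut at about 50% in these data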;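 note: plate controls were DMSO with full reaction for no effect and wells lacking NADH for full effect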
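Assay system: diaphorase enzyme from Clostridium kluyveri. Quantity: enzyme working solution with 0.14 U/mL diaphorase. Schedule: reaction incubation of 16 min at room temperature. Technique: resorufin fluorescence, excitation 544 nm, emission 590 nm. Controls: No-NADH positive control and DMSO neutral control.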
* = called active by the depositor; . = not tested or not shown.

nr	mol	Lmaj promast	TNAP inh noacc	PMI act	TNAP act hi DEA	TNAP inh hi DEA
1	COc1ccc(/C=C/C(=O)c2cc3cccc(OC)c3oc2=O)cc1	49	5	1	0.9	11
2	Cc1nn(C)cc1C(N)=O	2	-9	1	1	0
3	CCOc1ccc(CN2C(=O)CCC2(C)C(=O)NCc2cccnc2)cc1 (centres undefined)	-2	-10	1	1	-1
4	COc1ccc(CCn2nnnc2C(c2ccccc2)N2CCN(C)CC2)cc1OC (centres undefined)	-1	-9	1	1.1	-9
5	COc1ccc(S(=O)(=O)NC(C)CCc2ccccc2)cc1 (centres undefined)	4	-6	1	1	-2
6	O=C(Cc1ccccc1)Nc1ccc2oc(-c3ccncc3)nc2c1	-8	-1	0.9	1	-2
7	CCOC(=O)C1=C(N)N(c2ccccc2)C2=C(C(=O)CCC2)C1c1cccnc1 (centres undefined)	72*	-5	0.9	1	-2
8	COc1cccc(/C(C)=N/NS(=O)(=O)c2ccc(Cl)cc2)c1	-6	-11	1	1.1	-7
9	O=C(CN1CCCCC1)Nc1nnc(-c2ccc([N+](=O)[O-])cc2)s1	20	-12	1	1	3
10	O=c1ccc2cc3c4c(c2o1)CCCN4CCC3	6	-61	1	1	-2

nr	bIAP inhibitor	bIAP activator	PMI act hi M6P	Diaph act CS	Diaphorase inh
1	-16	1.2	0.8	0.8	20
2	9	0.9	0.9	0.9	13
3	-4	1	1	1.1	-9
4	0	1	1	0.8	20
5	20	0.8	1	0.9	10
6	-11	1.1	1	0.9	8
7	6	0.9	0.9	0.9	12
8	6	0.9	1	0.9	13
9	-8	1.1	1	0.9	12
10	-32	1.3	0.8	0.7	26

Next section.
nr	mol	Lmaj promast	TNAP inh noacc	PMI act	TNAP act hi DEA	TNAP inh hi DEA
11	N#CC1=C(N)OC2=C(C(=O)CCC2)C1C1CC=CCC1 (centres undefined)	4	-7	0.8	1	-4
12	COc1ccccc1NC(=O)CCC(=O)c1ccc(-c2ccccc2)cc1	-5	-16	0.9	1	4
13	COc1ccccc1C(=O)NCC(=O)N/N=C/c1ccc([N+](=O)[O-])cc1	18	-3	1.1	1	1
14	Cc1cccc(Nc2n[nH]c(C)c2[N+](=O)[O-])c1	22	-16	1	0.9	11
15	CCOC(=O)CNC(=O)CN1C(=O)CCSc2ccccc21	-8	-8	1	1	-4
16	COc1ccccc1NC(=O)c1cc2ccccc2o/c1=N\O	.	12	0.8	1	-1
17	Cc1cc(C)c(C#N)c(SCCS(=O)(=O)c2ccc(C(C)(C)C)cc2)n1	34	-6	0.9	1	-2
18	CN(C)c1cc(C(F)(F)F)nc(-c2ccccn2)n1	-3	3	0.9	1.1	-7
19	O=C(Cn1nnc(-c2ccccc2)n1)Nc1ccccc1N1CCOCC1	-2	-12	0.9	1	1
20	CC1=C(C#N)C(NC(=O)C2CCCCC2)(C(F)(F)F)C(=O)N1 (centres undefined)	-1	-11	1	1	-4

nr	bIAP inhibitor	bIAP activator	PMI act hi M6P	Diaph act CS	Diaphorase inh
11	-1	1	0.9	0.9	6
12	-2	1	1	0.8	21
13	3	1	1	0.8	20
14	-11	1.1	1	1	2
15	-10	1.1	1	1	-3
16	8	0.9	0.8	0.9	13
17	30	0.7	1	0.9	7
18	12	0.9	0.9	0.8	18
19	2	1	0.9	0.9	14
20	5	0.9	1	1	3

Next section:
nr	mol	Lmaj promast	TNAP inh noacc	PMI act	TNAP act hi DEA	TNAP inh hi DEA
21	CC(C)(C)NC(=O)CSc1nnc(NC(=O)CCn2cnc3ccccc3c2=O)s1	-8	-15	1	1	-4
22	Cc1cc(C(=O)NCCC(c2ccccc2)c2ccccc2)c(C)o1	38	-29	1	1	-4
23	O=C(CCN1CCN(c2ccccn2)CC1)Nc1ccc(F)cc1	0	-15	1	1	-3
24	O=C1OC(OC(=O)c2ccccc2Br)C(N2CCOCC2)=C1Cl (centres undefined)	39	-6	1	1	4
25	COc1ccccc1-c1nc(SCC(=O)NCC2CCCO2)c2c(=O)n(C)c(=O)n(C)c2n1 (centres undefined)	16	-5	1	1	2
26	Clc1ccccc1CN1CCN(/N=C/c2ccncc2)CC1	3	-4	1.1	1	-5
27	CCOC(=O)C1(CCOC)CCN(Cc2ccc(COC)o2)CC1	-3	-8	1	1.1	-9
28	CC(C)NC(=O)c1ccc2c(c1)N(CC(=O)N1CCOCC1)C(=O)C(C)(C)O2	-1	1	1	1.1	-6
29	O=C(NC1CCCCCC1)C1CCCN1S(=O)(=O)c1cccc2cccnc12 (centres undefined)	-3	-4	0.9	1	-3
30	Cc1csc(NC(=O)CCC(=O)N(CC(=O)NC2CCCC2)Cc2ccco2)n1	-6	-10	1.1	1	-4

nr	bIAP inhibitor	bIAP activator	PMI act hi M6P	Diaph act CS	Diaphorase inh
21	8	0.9	0.9	0.9	10
22	-48	1.5	1	1	2
23	-3	1	1	0.9	5
24	10	0.9	1.1	1	0
25	12	0.9	1	0.8	17
26	-2	1	1.1	1.1	-14
27	-6	1.1	0.9	1.1	-6
28	7	0.9	0.9	0.9	11
29	4	1	1	0.9	13
30	-1	1	1.1	0.9	8

New compounds follow:
nr	mol	Lmaj promast	TNAP inh noacc	PMI act	TNAP act hi DEA	TNAP inh hi DEA
31	COc1ccc(CC(=O)N/N=C(\C)c2ccccn2)cc1	76*	-8	1.1	1	-5
32	O=C1CC2(CCCC2)CC(=O)N1c1ccccc1	0	-12	1.1	1.1	-5
33	CCc1ccc[n+](-c2[nH]c(=O)sc2/C=N/NC([S-])=Nc2ccccc2)c1	-6	19	0.8	0.9	13
34	CCc1cccc(CC)c1NC(=O)c1cc(CN2C(=O)c3ccccc3C2=O)ccc1OC	88*	-8	1	1.1	-7
35	CCOC(=O)c1ccc(Cl)c(NC(=O)c2ccc(-c3ccccc3)cc2)c1	-7	3	1.1	1	-4
36	CCn1c(CNC(=O)c2cccs2)nnc1SCC(=O)NCCc1ccccc1	-2	-7	0.8	1	-1
37	COc1ccc2c(CSc3nc4nc(C)cc(C)n4n3)cc(=O)oc2c1	-4	-17	1	1.1	-11
38	CCC(C)[C@H](Nc1nc(-c2ccccc2)nc2c1oc1ccccc12)C(=O)O (some centres undefined)	-6	-12	1	1	-4
39	O=C(NN1C(=O)C2C3C=CC(C3)C2C1=O)c1ccccc1 (centres undefined)	-5	-6	1	1	-2
40	CCOC(=O)COc1cccc2c(=O)n(CC(=O)N3CCCc4ccccc43)ccc12	-11	-6	1	1.1	-5

nr	bIAP inhibitor	bIAP activator	PMI act hi M6P	Diaph act CS	Diaphorase inh
31	6	0.9	1.2	1	-3
32	8	0.9	1	1.1	-9
33	13	0.9	0.9	0.8	22
34	12	0.9	1	0.8	19
35	8	0.9	1	0.9	9
36	-5	1.1	0.8	0.8	24
37	2	1	1	0.6	38
38	10	0.9	1.1	0.9	11
39	10	0.9	1	1.1	-6
40	10	0.9	1	0.9	11

The list goes on:
nr	mol	Lmaj promast	TNAP inh noacc	PMI act	TNAP act hi DEA	TNAP inh hi DEA
41	Cc1cc(C)c(-c2cc(NC(=O)COC(=O)c3ccc(C#N)cc3)n(-c3ccccc3)n2)cc1C	1	-1	1	1	-2
42	Cc1cccc2c(=O)cc(C)n(Cc3ccccc3)c12	59*	-13	0.9	1.1	-10
43	CC(=O)c1cc(C)ccc1OC(=O)CCN1C(=O)C2C3c4ccccc4C(c4ccccc43)C2C1=O (centres undefined)	-6	-2	0.9	1	1
44	Cc1ccc(N2C(=O)C(CN3CCCC3)C2c2ccccc2)cc1 (centres undefined)	32	-7	1	1	-4
45	COCCCN(C(=O)c1ccco1)c1nc(-c2cc(OC)ccc2OC)cs1	-6	-4	0.9	1	-2
46	CSc1ncccc1C(=O)NCC1CCCCC1	-6	-11	1.1	1	-4
47	COc1ccc(C2(C(=O)Nc3ccc(C)c(C)c3)CCOCC2)cc1	3	-4	0.9	1	-1
48	O=C(NCc1cccc(C(F)(F)F)c1)c1cc(Cl)ccc1Cl	7	2	1	1	0
49	CCc1ccccc1N=C1SCC(=O)N1C	8	-8	0.9	1	-1
50	CC(=O)NNc1nc(-c2ccc(NC(C)=O)cc2)cs1	-6	-50	0.9	1	1
51	COc1cc(NC(=S)NCc2ccco2)c(OC)cc1Cl	8	-10	1	1	-4
52	O=[N+]([O-])c1ccc(Oc2cnc3ccccc3n2)cc1	-1	4	1.2	1	3
53	O=C(CCCn1c(=O)c2sccc2n(CC(=O)NCC2CCCO2)c1=O)NCc1ccco1 (centres undefined)	-8	-13	1	1	-5

nr	bIAP inhibitor	bIAP activator	PMI act hi M6P	Diaph act CS	Diaphorase inh
41	15	0.9	1	0.7	30
42	16	0.8	0.9	0.7	26
43	4	1	0.9	0.8	23
44	-13	1.1	1	1.1	-6
45	3	1	0.9	0.7	27
46	-6	1.1	1.1	1	-5
47	-7	1.1	0.8	0.8	20
48	40	0.6	1	1	5
49	-2	1	1	0.9	7
50	6	0.9	1	1	4
51	8	0.9	0.9	0.8	17
52	-8	1.1	1.1	1.1	-9
53	2	1	0.9	0.8	24

Exported screen by screen: part of the list above.
43. CC(=O)c1cc(C)ccc1OC(=O)CCN1C(=O)C2C3c4ccccc4C(c4ccccc43)C2C1=O (centres undefined)
44. Cc1ccc(N2C(=O)C(CN3CCCC3)C2c2ccccc2)cc1 (centres undefined)
45. COCCCN(C(=O)c1ccco1)c1nc(-c2cc(OC)ccc2OC)cs1
46. CSc1ncccc1C(=O)NCC1CCCCC1
47. COc1ccc(C2(C(=O)Nc3ccc(C)c(C)c3)CCOCC2)cc1
48. O=C(NCc1cccc(C(F)(F)F)c1)c1cc(Cl)ccc1Cl
49. CCc1ccccc1N=C1SCC(=O)N1C
50. CC(=O)NNc1nc(-c2ccc(NC(C)=O)cc2)cs1

| Assay by compound | 43 | 44 | 45 | 46 | 47 | 48 | 49 | 50 |
| --- | --- | --- | --- | --- | --- | --- | --- | --- |
| Lmaj promast | -6 | 32 | -6 | -6 | 3 | 7 | 8 | -6 |
| TNAP inh noacc | -2 | -7 | -4 | -11 | -4 | 2 | -8 | -50 |
| PMI act | 0.9 | 1 | 0.9 | 1.1 | 0.9 | 1 | 0.9 | 0.9 |
| TNAP act hi DEA | 1 | 1 | 1 | 1 | 1 | 1 | 1 | 1 |
| TNAP inh hi DEA | 1 | -4 | -2 | -4 | -1 | 0 | -1 | 1 |
| bIAP inhibitor | 4 | -13 | 3 | -6 | -7 | 40 | -2 | 6 |
| bIAP activator | 1 | 1.1 | 1 | 1.1 | 1.1 | 0.6 | 1 | 0.9 |
| PMI act hi M6P | 0.9 | 1 | 0.9 | 1.1 | 0.8 | 1 | 1 | 1 |
| Diaph act CS | 0.8 | 1.1 | 0.7 | 1 | 0.8 | 1 | 0.9 | 1 |
| Diaphorase inh | 23 | -6 | 27 | -5 | 20 | 5 | 7 | 4 |
